# Screening data from PubChem BioAssay.
# uPA generation: cell surface uPA generation inhibition; cell surface uPA generation assay, qHTS; Potency, µM (series often up to 38.3 µM), without a hit: at the highest dose activity change, negative = inhibition, most hits filed as inhibitors; actives 0.31% (n = 330,000); AID 540303; active = well fitted inhibition curve with a large enough effect; inconclusive = small, poorly fitted or top-dose-only effect; inactive = no such curve, though single readings can be large or run the other way; tested in mouse RAW 264.7 cells; note: potency is the fitted concentration of half-maximal effect; % is set by controls: 0 for no effect and ±100 for the full control effect; nearly all actives have a fitted effect of over 55% in size
# TSG101-PTAP inh: blocks PTAP/TSG101 interaction to inhibit HIV-1 budding | Q99816 | Fluorescence polarization, FITC-PTAP peptide / Tsg101 binding | Potency, µM (series often up to 115 µM), for the others: at the highest dose activity change, negative = inhibition, hits mostly inhibitors | 340,000 tested, under 10 active | AID 493005; active = well fitted inhibition curve with a large enough effect in the main read-out, with a control signal flat, not every such curve was filed as active; inconclusive = small, poorly fitted or top-dose-only effect, or effect the other way, or a change in a side signal; inactive = no such curve, though single readings can be large or run the other way; note: potency is the fitted concentration of half-maximal effect; % of control where 0% means no effect
# Target sequence (Q99816 whole entry, looked up): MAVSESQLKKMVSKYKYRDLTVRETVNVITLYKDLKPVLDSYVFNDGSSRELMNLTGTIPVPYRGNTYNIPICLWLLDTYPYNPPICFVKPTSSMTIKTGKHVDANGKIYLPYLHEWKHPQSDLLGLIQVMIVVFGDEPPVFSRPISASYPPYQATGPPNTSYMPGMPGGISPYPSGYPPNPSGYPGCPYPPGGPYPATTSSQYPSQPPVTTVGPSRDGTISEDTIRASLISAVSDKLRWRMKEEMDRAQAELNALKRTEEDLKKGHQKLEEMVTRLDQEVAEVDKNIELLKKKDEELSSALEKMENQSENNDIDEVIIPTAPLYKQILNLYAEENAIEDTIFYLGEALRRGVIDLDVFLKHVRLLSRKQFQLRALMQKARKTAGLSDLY
#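 Fluorescence polarization binding of Tsg101 binding domain (10 uM final) to FITC-labeled PTAP peptide (50 nM final) in HEPES pH 7.5 buffer with NaCl, Tween 20, EDTA, TCEP. Compounds added before peptide; binding 20 min at RT.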
# TCR activator: activates T cell receptor signaling | primary human leukocytes, anti-CD3, IL-2 HTRF, 48 h | Potency, µM (titrated, usually from 9.22 µM), without a hit: top-dose activation of IL-2 secretion, most hits filed as activators | 330,000 tested, under 10 active | AID 504894; active = well fitted activation curve with a large enough effect; inconclusive = small, poorly fitted or top-dose-only effect, or another doubt; inactive = no such curve, though single readings can be large or run the other way; note: % of control where 0% means no effect
#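 TCR engagement came from a-CD3 beads alone, with compounds added to primary human leukocytes for 48 hr. Secreted IL-2 bridged europium cryptate- and d2-labelled anti-IL-2 antibodies, giving FRET emission at 665nm after 320nm excitation.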
# * = called active by the depositor; ? = inconclusive; [ ] = another dose, or the depositor's remark. The list is partial; the hit share may differ from the screen's.
SMILES,uPA generation,TSG101-PTAP inh,TCR activator
N#CC1c2ccccc2-n2nncc2CN1Cc1cc(Cl)cc(Cl)c1 (stereo not drawn),4.47µM*,-1.9%,3.1%
COc1ccc(C2(c3cccc(O)c3OC)CCN(C(C)=O)CC2)cc1O,3.8%,0.9%,-9.6%
c1cc(OCCN2CC2)ccn1,-6.8%,0.1%,1.2%
CC12CCC3C(CCC4CC(=O)OCC43C)C1CCC2O (stereo not drawn),-1.3%,1.3%,1.2%
COC(=O)C1C2c3ccccc3C(c3ccccc32)C1(C)C(=O)OC (stereo not drawn),1.4%,-0.3%,-0.3%
CN1Cc2ccccc2-n2nncc2C1,-2.6%,0.0%,-3.3%
CCc1cccc(CC)c1N(COC)C(=O)CCl,-7.5%,-2.0%,-5.8%
CC12CCC(=O)C=C1CCC1C2C(O)CC2(C)C(O)CCC12 (stereo not drawn),0.6%,-2.4%,-8.3%
Cc1ccc(N2CCNCC2C)cc1 (stereo not drawn),4.1%,-0.5%,1.6%
CC12CCC(=O)C=C1CCC1C2CCC2(C)C(O)(C(=O)CO)CCC12O (stereo not drawn),1.1%,0.1%,-7.2%
O=C1NC(=S)NC(=O)C1=Cc1c(Cl)cccc1Cl,0.9%,-5.0%,2.1%
Cc1ccc(S(=O)(=O)N2Cc3cnnn3-c3ccccc3C2C#N)cc1 (stereo not drawn),25.4%,-6.4%,12.0%
CC(O)C1C=CC=CC(=O)OC2CC3OC4C5OC5(C)CCC4(COC(=O)C4OC4(C)C(O)CO1)C2(C)C31CO1 (stereo not drawn),-9.3%,1.1%,-10.2%
CCOc1ccc(C=C2C(=O)NC(=S)NC2=O)cc1OCC,-5.3%,4.0%,-1.7%
COC(=O)C1=C(c2cc3ccccc3o2)C[C@@H]2CC[C@H]1N2C(=O)NCCNC(C)=O,-0.6%,-1.2%,-3.4%
c1cc2c(cc1N1CCCCC1)C1CC2CCN1 (stereo not drawn),-2.8%,-1.8%,8.4%
O=C(NCc1nc2ccccc2[nH]1)C1=C[C@@H](c2ccc(C(F)(F)F)cc2)C[C@@H](OCc2ccc(CO)cc2)O1,?,-7.1%,0.6%
Cc1ccc(NC(=O)N2CC2)cc1NC(=O)N1CC1,0.4%,-4.4%,1.2%
Cc1csc(NC(=O)C(Cl)c2ccccc2)n1 (stereo not drawn) (tested in a mixture with another compound),-1.9%,-6.1%,6.5%
CC1CC(C)CC(C)C(O)C(C#N)=CC=CCC(C2CCCC2C(=O)O)OC(=O)CC(O)C(C)C1 (stereo not drawn),-11.8%,-2.0%,-2.5%
COC(=O)C1=C(c2cc3ccccc3s2)C[C@@H]2CC[C@H]1N2C(=O)N1CCC(C)CC1,-14.0%,-3.7%,-6.3%
NP(=O)(Oc1ccccc1)Oc1ccccc1,-0.2%,-2.1%,-0.3%
CCOC(=O)C1(CCc2ccccc2)CCN(C(C)CSC)CC1 (stereo not drawn),8.2%,-3.6%,3.0%
Cc1cc(N=Nc2ccccc2C)ccc1N,3.4%,-1.6%,0.8%
S=P(N1CCCCCC1)(N1CC1)N1CC1,-6.4%,-0.6%,-5.6%

# Reformatted with each value named: four of the compounds above
CCOc1ccc(C=C2C(=O)NC(=S)NC2=O)cc1OCC
  uPA generation = -5.3%; TSG101-PTAP inh = 4.0%; TCR activator = -1.7%

CN1Cc2ccccc2-n2nncc2C1
  uPA generation = -2.6%; TSG101-PTAP inh = 0.0%; TCR activator = -3.3%

CC12CCC(=O)C=C1CCC1C2C(O)CC2(C)C(O)CCC12 (stereo not drawn)
  uPA generation = 0.6%; TSG101-PTAP inh = -2.4%; TCR activator = -8.3%

COC(=O)C1C2c3ccccc3C(c3ccccc32)C1(C)C(=O)OC (stereo not drawn)
  uPA generation = 1.4%; TSG101-PTAP inh = -0.3%; TCR activator = -0.3%

# Next section:
SMILES,uPA generation,TSG101-PTAP inh,TCR activator
COC(=O)C1=C(c2cc3ccccc3o2)C[C@@H]2CC[C@H]1N2C(=O)N1CCC(O)CC1,-0.4%,-4.1%,-3.6%
CN1C(=O)C(=Cc2ccc(Sc3ccccc3)o2)C(=O)N(C)C1=S,0.1%,0.2%,-0.7%
CC12CCC(O)CC1CCC1C2CCC2(C)C(C3=CC(=O)OC3)CCC12O (stereo not drawn),6.5%,-3.8%,7.4%
O=[N+]([O-])c1ccc(O)c([N+](=O)[O-])c1,-5.9%,-2.7%,0.1%
CCOC(=O)CC1c2ccccc2-n2nncc2CN1C (stereo not drawn),4.5%,-3.6%,4.7%
CCN1CCOC(c2ccccc2)C1 (stereo not drawn),-15.9%,-4.0%,6.9%
CCN1C[C@@]2(COC)C3[C@@H](OC)[C@H]4[C@@H]1[C@@]3(C1C[C@H]3[C@H](OC(C)=O)C1[C@]4(OC(C)=O)C[C@H]3OC)[C@@H](OC)C[C@H]2OC(C)=O (stereo partly drawn),4.0%,-0.5%,0.0%
CCC(=O)OC1CCC2C3CCC4CC(=O)C=CC4(C)C3CCC12C (stereo not drawn),-12.1%,-3.8%,7.2%
O=C1CC=C2C3CC4N(CCC45c4cc(O)c(O)cc4N1C25)CC3=CCBr (stereo not drawn),8.2%,0.0%,0.0%
CCOC(=O)C(O)(c1ccc(N(C)C(=O)COc2ccccc2)cc1)C(F)(F)F (stereo not drawn),4.5%,0.7%,2.6%
O=C(O)C1C2c3ccccc3C(=O)C1(C(=O)O)c1ccccc12 (stereo not drawn),1.4%,-0.8%,-1.0%
O=C1NC(=O)C(Cc2ccccc2)C(=O)N1,-1.3%,-4.6%,-9.9%
CN1C(=O)CCC2(C)C1=CCC1C2CCC2(C)C1CCC2(C)O (stereo not drawn),1.3%,-6.0%,-1.8%
COc1ccc(C[C@@H]2OC3(C=CC(=O)C=C3)O[C@H]2Cc2ccc(OC)cc2)cc1,31.5%[activator],-6.5%,3.5%
O=P(O)(O)CN1CCNCCN(CP(=O)(O)O)CCNCC1,-7.3%,-1.0%,-1.5%
Cc1ccc(OP2(=O)Nc3cc(C)c(C)cc3S2)cc1 (stereo not drawn),-5.7%,0.5%,1.9%
CSc1nc(NC(C)C)nc(NC(C)C)n1,-6.8%,-1.1%,-2.8%
COc1cc2c(cc1OC)C13CCN4C=C5CCOC6CC(=O)N2C1C6C5CC43 (stereo not drawn),-6.1%,0.3%,4.2%
COc1cc(OC)c([C@H]2C=C(C)[C@H]3C[C@@H]2C3(C)C)c(OC)c1,1.8%,-1.1%,-4.1%
COC(=O)C1=C(c2ccc(S(C)(=O)=O)cc2)C[C@@H]2CC[C@H]1N2C(=O)NCCS(C)=O (stereo partly drawn),-7.3%,-1.5%,5.8%
CC(C)N(C(=O)CCl)c1ccccc1,6.31µM*,-9.6%,-3.9%
O=C(NCCCN1CC1)Nc1cccc2ccccc12,-0.7%,0.3%,-1.6%
c1ccc(CCN2CCCCC2)nc1,1.2%,0.0%,0.2%
O=[N+]([O-])c1ccc(C(c2ccc([N+](=O)[O-])cc2)c2ccc([N+](=O)[O-])cc2)cc1,-13.3%,-1.5%,4.0%
CC12Cc3cn[nH]c3C=C1CCC1C2CCC2(C)C1CCC2(C)O (stereo not drawn),3.1%,-2.8%,6.7%

# A different layout for 4 compounds above.
# The line under a structure holds: uPA generation	TSG101-PTAP inh	TCR activator
COC(=O)C1=C(c2ccc(S(C)(=O)=O)cc2)C[C@@H]2CC[C@H]1N2C(=O)NCCS(C)=O (stereo partly drawn)
→ -7.3%	-1.5%	5.8%
CC(C)N(C(=O)CCl)c1ccccc1
→ 6.31µM*	-9.6%	-3.9%
O=C(NCCCN1CC1)Nc1cccc2ccccc12
→ -0.7%	0.3%	-1.6%
c1ccc(CCN2CCCCC2)nc1
→ 1.2%	0.0%	0.2%

# Part of the list above, limited to TSG101-PTAP inh and TCR activator:
SMILES,TSG101-PTAP inh,TCR activator
O=[N+]([O-])c1ccc(O)c([N+](=O)[O-])c1,-2.7%,0.1%
COC(=O)C1=C(c2ccc(S(C)(=O)=O)cc2)C[C@@H]2CC[C@H]1N2C(=O)NCCS(C)=O (stereo partly drawn),-1.5%,5.8%
CCN1CCOC(c2ccccc2)C1 (stereo not drawn),-4.0%,6.9%
CN1C(=O)CCC2(C)C1=CCC1C2CCC2(C)C1CCC2(C)O (stereo not drawn),-6.0%,-1.8%
O=P(O)(O)CN1CCNCCN(CP(=O)(O)O)CCNCC1,-1.0%,-1.5%

# (more compounds)
SMILES,uPA generation,TSG101-PTAP inh,TCR activator
S=P(NCCNP(=S)(N1CC1)N1CC1)(N1CC1)N1CC1,-6.9%,-5.0%,1.1%
O=P(Oc1ccc(Cl)cc1)(N1CC1)N1CC1,3.2%,0.3%,-4.7%
O=C1NC(=S)NC(=O)C1c1ccccc1,2.6%,-6.2%,3.7%
CC[n+]1c(-c2ccccc2)c2cc(N)ccc2c2ccc(N)cc21,-11.8%,-9.7%,8.4%
c1ccc(C(c2ccccc2)c2cccnc2)cc1,2.7%,-4.4%,5.7%
COC(=O)C1=C(c2ccc(S(C)(=O)=O)cc2)C[C@@H]2CC[C@H]1N2C(=O)N1CCC(O)CC1,17.4%,-1.5%,5.5%
CC(=O)C1(O)CCC2C3CCC4=C(Cl)C(=O)CCC4(C)C3CCC21C (stereo not drawn),-6.4%,-3.3%,1.3%
CCOC(=O)C1(c2ccccc2)CCN(CCc2ccc(NC(=O)CCC(=O)O)cc2)CC1,-1.9%,-5.7%,-3.0%
O=C1NC(=O)C(=CCc2ccccc2)C(=O)N1,0.2%,-2.8%,-6.4%
Nc1ncn[nH]1,4.4%,-7.7%,-3.5%
CC(=O)O[C@H]1CCC2C3CC[C@H]4[C@@H](O)[C@H](O)CC[C@]4(C)C3CC[C@@]21C (stereo partly drawn),-1.4%,-2.1%,-3.2%
O=c1[nH]cnc2nc(-c3ccc(N(CCCl)CCCl)cc3)[nH]c12,-7.1%,-3.6%,6.5%
COc1ccc2c(c1)C(c1ccc(N(CCCl)CCCl)cc1)=NCC2,-9.6%,-2.3%,-2.8%
CCC1([N+](=O)[O-])COP(N)(=O)OC1 (stereo not drawn),3.8%,-0.8%,-8.6%
CN1CCCC1c1ccc(=O)[nH]c1 (stereo not drawn),0.4%,0.8%,2.6%
CCN1C[C@]2(COC)CC[C@H](O)[C@@]34C5C[C@@H]6[C@@H](OC)C[C@@](O)(C5[C@H]6O)[C@](O)([C@@H](OC)C23)[C@@H]14 (stereo partly drawn),6.2%,-0.4%,2.7%
CN(C(=O)Cc1ccc2c(c1)OCO2)C1CCCN(Cc2ccccc2F)C1 (stereo not drawn),19.8%,-1.8%,-1.8%
CCN1C[C@]2(CO)CC[C@H](OC)[C@@]34C5C[C@H]6[C@H](OC)C5[C@](O)(C[C@H]6OC)[C@@](O)(C(OC)C23)[C@@H]14 (stereo partly drawn),-1.2%,-2.5%,2.1%
COc1ccc(CN2Cc3cnnn3-c3ccccc3C2c2ccccc2)cc1 (stereo not drawn),?,-21.9%,1.0%
O=C(CCN1CC1)OCCOC(=O)CCN1CC1,-9.9%,-0.2%,-0.6%
Cc1cc(N(CCCl)CCCl)ccc1/C=N/N=C(\N)c1cnccn1,-12.2%,-1.2%,-7.2%
CC1([N+](=O)[O-])COP(=O)(NC2CCCC2)OC1 (stereo not drawn),3.0%,0.6%,-5.1%
COC(=O)C1=C(c2cc3ccccc3o2)C[C@@H]2CC[C@H]1N2C(=O)N1CCCC1,-5.6%,-2.2%,6.8%
C[C@]12CCC3C(CC[C@@H]4[C@H]5O[C@H]5CC[C@]34C)C1CC[C@@H]2O (stereo partly drawn),1.2%,-0.7%,3.7%
COc1ccc2[nH]cc(C(=O)CN(C)C)c2c1,-6.9%,0.9%,-0.9%
C#C[C@]1(O)CCC2C3CC=C4C[C@H](O)CC[C@]4(C)C3CC[C@@]21C (stereo partly drawn),-5.7%,-4.7%,4.3%
O=C1NC(=O)C2(CCCC2)C(=O)N1,6.2%,-3.6%,1.3%
CC1CN1P(=O)(Oc1ccccc1)N1CC1C (stereo not drawn),2.0%,-3.0%,-69.8%
c1cc2c(cc1NC1=NCCO1)CCCC2,-8.7%,-6.5%,2.6%
c1ccc([C@@H]2CO2)cc1,20.0%,0.1%,-1.2%
